# GLP-1R inv ag = GLP-1 receptor (human) inverse agonism. P43220. HEK293 GLP-1R CRE-luciferase, luminescence, 24 h; GLP-1R form is constitutively active. Potency, µM (doses to about 38.3 µM), inactives show top-dose activity change, negative = inhibition, actives largely listed as inhibitors. 410,000 tested, 1.6% active; further: potency means the concentration at half of the fitted maximal effect; on the % scale 0 is the no-effect control and ±100 the full control effect; nearly all actives have a fitted effect of over 55% in size
# Target sequence (P43220 whole entry, looked up): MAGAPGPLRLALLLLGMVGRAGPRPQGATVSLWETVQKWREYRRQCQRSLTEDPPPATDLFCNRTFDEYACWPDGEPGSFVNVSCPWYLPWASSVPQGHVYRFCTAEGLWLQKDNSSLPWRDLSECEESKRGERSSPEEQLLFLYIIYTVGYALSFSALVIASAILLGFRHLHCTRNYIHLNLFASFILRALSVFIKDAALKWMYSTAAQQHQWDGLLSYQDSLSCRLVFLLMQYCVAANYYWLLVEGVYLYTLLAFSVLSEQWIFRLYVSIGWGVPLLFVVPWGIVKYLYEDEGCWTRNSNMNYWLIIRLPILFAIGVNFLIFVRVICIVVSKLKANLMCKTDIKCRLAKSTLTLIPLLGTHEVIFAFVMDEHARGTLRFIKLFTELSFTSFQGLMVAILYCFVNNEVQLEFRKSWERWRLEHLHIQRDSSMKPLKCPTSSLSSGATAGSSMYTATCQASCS
#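 Inverse agonism was detected as reduced cAMP-driven luciferase luminescence after 24 h compound treatment. The cells were HEK293 clones expressing constitutively active human GLP-1R with the reporter. Reporter-only and GPR119 cell lines served as counterscreen controls.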
# MmCpn inh = M. maripaludis TRiC chaperonin inhibition; 330,000 tested, 0.031% active; AID 504842; purified Mm-Cpn ATPase, ADP Transcreener TR-FRET; Potency, µM (titrated, usually from 76.9 µM), without a hit: at the highest dose activity, negative = inhibition, actives largely listed as inhibitors; further: potency means the concentration at half of the fitted maximal effect; on the % scale 0 is the no-effect control and ±100 the full control effect; nearly all actives have a fitted effect of over 80% in size
#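 Reaction buffer contained 30 mM Tris pH 7.4, 100 mM KCl, 5 mM MgCl2 and 1 mM DTT. Mm-CPN (25 nM final) hydrolysed 10 uM ATP over 30 min at 37°C; ADP was read by HTRF.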
# aSyn rescue = rescues yeast growth from alpha-synuclein toxicity; Yeast expressing alpha-synuclein, growth rescue, BacTiter-Glo, 24 h; Potency, µM (highest dose often 46.1 µM), inactives show top-dose growth rescue (activation), actives largely listed as activators; 370,000 tested, 0.14% active; AID 652106; further: potency means the concentration at half of the fitted maximal effect; % of control where 0% means no effect; nearly all actives have a fitted effect of over 65% in size
#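 Rescue of yeast growth: cells expressing toxic alpha-synuclein, induced in galactose at OD600 0.02, incubated with compound 24 h at 30 C. ATP luminescence quantified growth; inhibitors of toxicity appear as activators.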
# TDP-43 yeast inh = inhibitors of TDP-43 toxicity in yeast | 410,000 tested, 1.8% active | TDP-43 expressing yeast growth rescue, BacTiter-Glo, 24 h | Potency, µM (series often up to 46.1 µM), without a hit: top-dose growth rescue (activation), actives largely listed as activators | AID 652104; further: potency means the concentration at half of the fitted maximal effect; % of control where 0% means no effect; nearly all actives have a fitted effect of over 50% in size
#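 Galactose-induced TDP-43 yeast, OD600=0.02, compound pinned; 24 hr, 30 deg C; BacTiter-Glo luminescence for growth. Inhibitors of TDP-43 toxicity read as activators.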
# pAkt inh = Akt phosphorylation inhibition; AID 651550; Neuro2A IGF-stimulated pAkt S473 HTRF, 20 min; hits give low values; 360,000 tested, 0.32% active; activity change, % for hits at 50 µM; in the data active means activity change below about -80%; inconclusive means mostly about -51% to -80%; further: on the % scale 0 is the no-effect control and ±100 the full control effect
#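 Neuro2A cells in DMEM with 0.5% FBS, overnight at 37 deg C, given compound at single 50 µM final, then IGF (6 nM final) for 20 min at 37 deg C. Lysed; phospho-Akt Ser473 by HTRF after 24 h, 665/615 ratio.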
# Abeta rescue = compounds reversing amyloid beta toxicity in yeast; 410,000 tested, 0.063% active; yeast expressing A-beta42, growth rescue, OD600, 48 h; response scale: 0% DMSO, 100% iron-clioquinol control; Potency, µM (doses to about 46.1 µM), inactives show at the top dose growth rescue, actives largely listed as activators; further: potency means the concentration at half of the fitted maximal effect; nearly all actives have a fitted effect of over 55% in size
#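 Yeast growth medium received pinned compounds, then yeast cells expressing toxic A-beta were added; plates incubated at 30 C for 48 hr. Growth read as absorbance at 600 nm, normalized to DMSO and equimolar FeCl3 plus clioquinol controls.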
# GLP1R cytotox = cytotoxicity counter-screen for GLP-1 receptor inverse agonists; 410,000 tested, 0.13% active; Potency, µM (doses to about 38.3 µM), for the others: at the top dose activity change, negative = inhibition, hits mostly inhibitors; HEK293 cAMP-luciferase reporter cells, luminescence, 24 h;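 further: loss of luciferase light is scored as toxicity; potency means the concentration at half of the fitted maximal effect; on the % scale 0 is the no-effect control and ±100 the full control effect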
#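 Compound-treated cells are incubated 24 hr at 37 deg C under 5% CO2 after a 12 hour attachment period, then luciferase detection reagent is added and luminescence is measured following 12 min at room temperature; lowered signal indicates toxicity.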
# PTHR1 agonist = PTHR1 (human) receptor agonism. Q03431. HEK293 GP2 PTHR1 cells, GloSensor cAMP luminescence, 1 h. Potency, µM (titrated, usually from 115 µM), for inactives: at the top dose activation, actives largely listed as activators. 410,000 tested, 0.075% active. AID 743266; further: potency means the concentration at half of the fitted maximal effect; nearly all actives have a fitted effect of over 55% in size; some results filed as inactive show a strong effect at the top dose; inactives centre near -15; many of its hits are not listed in these tables
# Target sequence (Q03431 whole entry, looked up): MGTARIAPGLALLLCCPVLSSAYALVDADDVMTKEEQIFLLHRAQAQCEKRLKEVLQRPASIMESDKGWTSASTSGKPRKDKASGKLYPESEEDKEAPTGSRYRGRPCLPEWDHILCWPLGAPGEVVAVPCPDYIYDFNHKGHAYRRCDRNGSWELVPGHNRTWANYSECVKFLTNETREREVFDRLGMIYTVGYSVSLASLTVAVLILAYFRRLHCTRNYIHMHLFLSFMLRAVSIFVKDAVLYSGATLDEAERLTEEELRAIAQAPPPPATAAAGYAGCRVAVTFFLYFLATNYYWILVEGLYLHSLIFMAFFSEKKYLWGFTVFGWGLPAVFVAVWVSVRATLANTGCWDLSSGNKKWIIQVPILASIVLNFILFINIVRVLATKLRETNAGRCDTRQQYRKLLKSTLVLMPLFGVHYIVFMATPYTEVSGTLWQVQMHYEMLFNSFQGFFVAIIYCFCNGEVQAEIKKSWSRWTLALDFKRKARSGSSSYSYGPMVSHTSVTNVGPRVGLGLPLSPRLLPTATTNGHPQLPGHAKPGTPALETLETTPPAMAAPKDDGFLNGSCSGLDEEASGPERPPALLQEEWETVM
#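 HEK-293-derived GP2 cells expressing PTHR1 and a GloSensor cAMP reporter, 3,000/well, plated overnight, given luciferin plus IBMX (each 0.5 mM as added) for 1 h at 37 °C, then compound for 1 h at 37 °C. Luminescence was read after 15 min at room temperature.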
# FUS suppressor = suppressors of FUS proteinopathy in yeast | S. cerevisiae FUS-expressing, growth rescue, OD600, 24 h | Potency, µM (series often up to 76.6 µM), inactives show at the highest dose growth rescue (activation), most hits filed as activators | 390,000 tested, 0.24% active;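 further: potency means the concentration at half of the fitted maximal effect; plate controls were DMSO vehicle for no effect and reference control for full effect; nearly all actives have a fitted effect of over 55% in size; some results filed as inactive show a strong effect at the top dose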
#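 Restored growth of FUS-toxic S. cerevisiae, read as 600 nm absorbance after 24 h at 30C in galactose medium (starting OD 0.005). Controls CP55940 and DMSO.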
# The depositor's hits bear a star; i = inactive; ? = inconclusive; nt = not tested or not shown; [ ] = remark or other dose. Unless noted, the call rests on the fitted dose curve; in most records, active means well fitted curve in the direction sought with a large enough effect; inconclusive means small, poorly fitted or top-dose-only effect, or another doubt; inactive means no such curve, though single readings can be large; an effect the other way counts as inactive or inconclusive. Some of the compounds tested; the hit share may differ from the screen's.
SMILES,GLP-1R inv ag,MmCpn inh,aSyn rescue,TDP-43 yeast inh,pAkt inh,Abeta rescue,GLP1R cytotox,PTHR1 agonist,FUS suppressor
CC(CN1CCCC1)OC(=O)COc1ccccc1 (stereo not given),17%,1%,5%,-19%,i,8%,60%[activator],?,?
CCOc1ccc(C(CC(=O)O)NC(=O)c2ccco2)cc1OC (stereo not given),5%,0%,-1%,5%,i,6%,0%,i,-9%
CC(C)CC(=O)Nc1ccc(-c2cn3ccsc3n2)cc1,-1%,-4%,-9%,-9%,i,-19%,-13%,-14%,-5%
Cc1onc(-c2ccccc2)c1C(=O)Nc1nc2c(s1)C(=O)CC(C)(C)C2,?,-13%,0%,9%,i,-17%,7%,-5%,6%
CC(CCc1ccccc1)NC(=O)COC(=O)c1cc(NS(=O)(=O)c2ccc(Cl)c([N+](=O)[O-])c2)ccc1O (stereo not given),5%,0%,-1%,?,i,-5%,-9%,i,28%
COC(=O)c1ccc2c(=O)n(CCCCCC(=O)N3CCN(c4cc(C)ccc4C)CC3)c(=O)[nH]c2c1,38%[activator],nt,nt,-7%,nt,-38%,-5%,-13%,?
NC(=O)C1CCN(C(=O)C2CCC(=O)N(CC3CCCCC3)C2)CC1 (stereo not given),1%,0%,-7%,-6%,i,-4%,-3%,i,-9%
O=C(O)CCCNS(=O)(=O)c1ccc2c(c1)OCCCO2,4%,0%,0%,-6%,i,11%,0%,i,-11%
COc1ccc(Cl)cc1NC(=O)CCCN1C(=O)CCC1=O,-22%,0%,1%,-16%,i,-3%,-11%,i,18%
COc1ccc(C(=O)Oc2c(CN3CCOCC3)cc(Cl)c3cccnc23)cc1,?,0%,6%,-8%,i,-16%,?,i,6%
Cn1c(NCc2ccccc2)nc2cc(-c3cccc(C(F)(F)F)c3)sc2c1=O,1%,nt,8%,24%,i,-20%,8%,i,-11%
Cc1cccc(C2C=C(c3ccc(F)cc3)Nc3nc4ccccc4n32)c1 (stereo not given),-19%,nt,nt,32µM*,nt,9%,14%,-28%,19%
CC(C)C(=O)Nc1ncc(Cc2ccccc2Cl)s1,6%[0.307 µM],0%,7%,5%,i,28%,1%[0.307 µM],-8%,-1%
O=C(NOCc1ccccc1)OCc1ccccc1,-17%,nt,5%,29%,i,1%,-4%,-16%,-2%
CC(C)Oc1ccc(F)cc1-c1cc(C(=O)NC2CCCCC2)[nH]n1,?,nt,-7%,16µM*,i,-4%,1%,i,36%
COc1cccc(C(=O)NC(Cc2ccccc2)c2ccc3c(c2)OCCCO3)c1 (stereo not given),0%,-1%,-1%,-12%,i,-7%,3%,i,50%
N#Cc1ccc(-c2ccccc2)nc1SCC(=O)c1cccc(Cl)c1,37%[activator],-5%,-4%,10%,i,-5%,48%[activator],i,30%
NC(=O)c1ccc(NC(=O)COC(=O)C23CC4CC(CC(C4)C2)C3)cc1,3%,nt,1%,23%,i,10%,?,-19%,-46%
O=C(NCCc1ccccc1)c1cc(=O)[nH]c2ccccc12,-5%,1%,1%,-5%,i,2%,0%,i,11%
Cc1ccccc1OCc1nc(-c2cccnc2)no1,-20%,-2%,11%,11µM*,i,16%,5%,-9%,-18%
COc1cc(/C=N/NC(=O)c2ccncc2)ccc1OC(=O)c1cccc(F)c1,-21%,-1%,-9%,-16%,i,18%,-6%,-5%,17%
COc1ccc(F)cc1S(=O)(=O)Nc1cccc(-c2ccc(N3CCCCCC3)nn2)c1,?,nt,nt,12%,nt,-8%,-10%,-12%,?
O=C(c1ccc(NS(=O)(=O)c2cccc3cccnc23)cc1)N1CCCCC1,42%[activator],1%,-5%,24%,i,15%,-11%,-12%,-4%
CC(C)Oc1ccccc1/C=N/NC(=O)c1ccccc1Cl,-16%,2%,-6%,-3%,i,2%,4%,-12%,-42%
Cc1cc(C)cc(N2C(=O)CC(c3ccc(C(F)(F)F)cc3)C3=C2COC3=O)c1 (stereo not given),4%,nt,nt,21%,nt,-4%,9%,i,-18%
COC(=O)C1C(=O)N2CCCSC2=C(C#N)C1c1cccs1 (stereo not given),-7%,0%,-1%,-14%,i,11%,-18%,i,7%
CCOc1ccc(S(=O)(=O)NCCSc2ccccc2)cc1,0%,-1%,24%,?,i,-5%,-7%,-19%,15%
CN1C(=O)C(O)(c2sc(N)nc2-c2ccccc2)c2ccccc21 (stereo not given),1%,0%,3%,-11%,i,-2%,-5%,-17%[57.5 µM],5%
CCn1nccc1C(=O)Nc1nc2ccccc2n1CCN1CCCCC1,?,-2%,-3%,-24%,i,1%,-13%,3%,17%
Cc1nc(-c2ccc([N+](=O)[O-])cc2)nc2[nH]ccc(=O)c12,32%[activator],-1%,2%,15%,i,11%,0%,-7%,-20%
O=C(c1cc(COc2cccc(C(F)(F)F)c2)on1)N1CCC(c2ccncc2)CC1,?,2%,8%,5%,i,16%,-7%,-30%,15%
Cc1ccc(NC2=NCCC2)cc1Cl,-21%,2%,1%,2%,i,2%,-9%,-51%[inhibitor],-2%
CN(C)c1cccc2c1c(NC(=O)Nc1ccccc1)nn2C,-12%,-3%,8%,1%,i,1%,2%,i,21%
O=C(O)C1Cc2ccccc2CN1S(=O)(=O)/C=C/c1ccccc1 (stereo not given),6%,-7%,2%,-17%[1.82 µM],i,9%,7%,i,0%
COc1ccccc1NS(=O)(=O)c1cc(NC(=O)CN2C(=O)NC3(CCCCC3)C2=O)ccc1C,-7%,nt,2%,3%,i,2%,-21%,-30%,-19%
CCOc1ccccc1NS(=O)(=O)c1ccc2c(c1)NC(=O)CCS2,-12%,4%,5%,-18%,i,-1%,-10%,i,-11%
N#CCC(=N)N1CCN(c2ccccc2Cl)CC1,-3%,-3%,12%,21%,i,11%[9.22 µM],-4%,-5%,-6%
CCCc1nc2ccccc2n1C(=S)SC,?,-5%,-3%,-23%[0.397 µM],i,2%,-4%,-3%,31%
CC(=O)NC(CC(=O)Nc1ccc(S(=O)(=O)N2CCOCC2)cc1)c1ccccc1 (stereo not given),20%,1%,-1%,13%,i,4%,13%,i,10%
CCN1CCN(c2ncnc3c2cnn3-c2ccc(Cl)cc2)CC1,-37%,2%,4%,1%,i,-13%,0%,-19%,-10%

# Quoted at random: three entries already listed
SMILES,GLP-1R inv ag,MmCpn inh,aSyn rescue,TDP-43 yeast inh,pAkt inh,Abeta rescue,GLP1R cytotox,PTHR1 agonist,FUS suppressor
CN(C)c1cccc2c1c(NC(=O)Nc1ccccc1)nn2C,-12%,-3%,8%,1%,i,1%,2%,i,21%
CCCc1nc2ccccc2n1C(=S)SC,?,-5%,-3%,-23%[0.397 µM],i,2%,-4%,-3%,31%
COc1ccccc1NS(=O)(=O)c1cc(NC(=O)CN2C(=O)NC3(CCCCC3)C2=O)ccc1C,-7%,nt,2%,3%,i,2%,-21%,-30%,-19%

# The list continues.
SMILES,GLP-1R inv ag,MmCpn inh,aSyn rescue,TDP-43 yeast inh,pAkt inh,Abeta rescue,GLP1R cytotox,PTHR1 agonist,FUS suppressor
CC(=O)Nc1cc2c(cc1NC(=O)Cn1nc(-c3ccc4c(c3)OCCO4)ccc1=O)OCCO2,32%[activator],0%,-10%,4%,i,0%,18%,i,29%
Fc1ccccc1N1CCN(c2nccn3nc(-c4ccc(Br)cc4)cc23)CC1,15%,nt,nt,23%,nt,7%,0%,i,-30%
CCOC1=C2CN(S(=O)(=O)c3ccc(C)cc3)C(c3cccc(Cl)c3)CC2N(S(=O)(=O)c2ccc(C)cc2)C(c2ccncc2)C1 (stereo not given),3%,nt,-1%,6%,i,-2%,4%,-1%,7%
CCOC(=O)/C=c1\s/c(=C\c2c(OCC)ccc3ccccc23)c(=O)n1CC(=O)NCC1CCCO1 (stereo not given),0%,0%,-7%,15%,i,8%,21%,-9%,nt
CC12CCC(C(=O)N(CC(O)CN3CCCCC3)C1=O)C2(C)C (stereo not given),-4%,-2%,0%,-10%,i,14%,-3%,-20%[57.5 µM],2%
COc1ccc(C(CNC(=O)CN2C(=O)NC(C)(c3ccc4ccccc4c3)C2=O)N2CCCC2)cc1 (stereo not given),?,nt,-6%,-14%,i,-9%,-2%,i,10%
O=C1CC2C(CC(OC(=O)c3ccc(-c4ccccc4)cc3)C2CO)O1 (stereo not given),-24%,2%,4%,11%,i,24%,-21%,-17%,20%
O=C(NCCc1ccccc1)c1cnc2sc(N3CCCCC3)nn2c1=O,2%,nt,nt,0%,nt,-32%,2%,-42%[inhibitor],-1%
COc1ccc(NC(=O)c2ccc3c(=O)n4c(nc3c2)CCCCC4)cc1,-6%,2%,-4%,4%,i,-7%,-11%,-4%,1%
CCc1cccc2c(SC(C)C(=O)NCC3CCCO3)nc(-c3ccccc3)nc12 (stereo not given),5%,-1%,0%,-10%,i,3%,5%,i,-10%
Cc1ccc(CCNC(=O)CN2CCN(Cc3ccc(Cl)cc3)C2=O)cc1,?,nt,nt,?,nt,6%,-1%,-1%,0%
O=C(CSc1nnnn1-c1ccccc1)Nc1nsc(-c2ccccc2)n1,3%,3%,-1%,-15%,i,-4%,8%,-20%[57.5 µM],5%
CCCN(C(=O)c1ccc(-n2cncn2)c([N+](=O)[O-])c1)C1CCS(=O)(=O)C1 (stereo not given),9%,-1%,-3%,-3%,i,0%,7%,?,-19%

# Bioassay records: PubChem, National Center for Advancing Translational Sciences (NCATS)
